Bioassay records (PubChem BioAssay)
APEX1 inh: qHTS Assay for Inhibitors of the Human Apurinic/apyrimidinic Endonuclease 1 (APE1); DNA repair nuclease/redox regulator APEX1 (Homo sapiens), P27695; recombinant APE1, TAMRA/BHQ-2 abasic DNA cleavage fluorescence; Potency, µM (titrated, usually from 65.8 µM), inactives show top-dose activity change, negative = inhibition, usual class: inhibitors; actives 0.35% (n = 350,000); AID 2517, 2012;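 further: plate controls were vehicle for no effect and reference inhibitor for full effect; nearly all actives have a fitted effect of over 55% in size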
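APE1 at 0.75 nM preincubated 15 min at room temperature with compound. Reaction then started with 50 nM double-stranded THF-abasic substrate labelled with TAMRA/BHQ-2, and 525/598 nm fluorescence read kinetically. Activity taken as third-minus-first read difference, normalized to DMSO and NSC13755 controls.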
G9a block: qHTS Assay for Inhibitors of Histone Lysine Methyltransferase G9a | Histone-lysine N-methyltransferase EHMT2 (Homo sapiens), Q96KQ7 | Potency, µM (series often up to 102 µM), inactives show at the highest dose activity, negative = inhibition, actives largely listed as inhibitors | G9a H3K9 monomethylation, AlphaScreen, 2 h | actives 8.8% (n = 350,000); further: on the % scale 0 is the no-effect control and ±100 the full control effect; nearly all actives have a fitted effect of over 75% in size
Target sequence (Q96KQ7 913-1193 limits assumed): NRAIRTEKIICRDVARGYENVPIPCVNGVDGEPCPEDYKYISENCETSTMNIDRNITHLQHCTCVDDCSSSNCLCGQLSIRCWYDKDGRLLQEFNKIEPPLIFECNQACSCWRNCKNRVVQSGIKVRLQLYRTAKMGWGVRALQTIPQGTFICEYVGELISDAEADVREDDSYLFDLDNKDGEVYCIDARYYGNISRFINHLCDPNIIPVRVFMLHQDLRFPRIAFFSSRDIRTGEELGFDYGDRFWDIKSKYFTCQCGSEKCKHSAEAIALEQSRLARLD
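G9a (20 nM) preincubated 15 min RT with compounds, then 500 nM biotinylated H3K9 peptide and 20 uM SAM added; 2 h RT reaction. Monomethyl-H3K9 product detected by AlphaScreen with anti-H3K9me1 antibody, streptavidin donor and anti-rabbit IgG acceptor beads.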
POLB inh: qHTS Assay for Inhibitors of DNA Polymerase Beta; P06746; Pol beta primer extension/strand displacement, fluorescence kinetic; Potency, µM (titrated, usually from 114 µM), for inactives: top-dose activity change, negative = inhibition, most hits filed as inhibitors; actives 1.3% (n = 340,000); AID 485314, 2010; further: on the % scale 0 is the no-effect control and ±100 the full control effect
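Human Pol beta at 10 nM; strand-displacement substrate 50 nM final. Compound exposure 15 min at room temperature before start, reaction 10 min at room temperature.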
BLM inh: qHTS Assay for Inhibitors of Bloom's syndrome helicase (BLM); RecQ-like DNA helicase BLM (Homo sapiens), P54132; recombinant BLM DNA unwinding, fluorescence dequenching; Potency, µM (doses to about 56.1 µM), inactives show top-dose activity change, negative = inhibition, hits mostly inhibitors; actives 0.2% (n = 350,000); AID 2528, 2010;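 further: plate controls were vehicle for no effect and no enzyme for full effect; nearly all actives have a fitted effect of over 35% in size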
Pol iota inh: qHTS for Inhibitors of Polymerase Iota; DNA polymerase iota (Homo sapiens), Q9UNA4; Pol iota fluorescent replication assay, 10 min; Potency, µM (highest dose often 115 µM), for inactives: top-dose activity, negative = inhibition, hits mostly inhibitors; actives 1% (n = 390,000); AID 588590, 2011
Target sequence (Q9UNA4 whole entry, looked up): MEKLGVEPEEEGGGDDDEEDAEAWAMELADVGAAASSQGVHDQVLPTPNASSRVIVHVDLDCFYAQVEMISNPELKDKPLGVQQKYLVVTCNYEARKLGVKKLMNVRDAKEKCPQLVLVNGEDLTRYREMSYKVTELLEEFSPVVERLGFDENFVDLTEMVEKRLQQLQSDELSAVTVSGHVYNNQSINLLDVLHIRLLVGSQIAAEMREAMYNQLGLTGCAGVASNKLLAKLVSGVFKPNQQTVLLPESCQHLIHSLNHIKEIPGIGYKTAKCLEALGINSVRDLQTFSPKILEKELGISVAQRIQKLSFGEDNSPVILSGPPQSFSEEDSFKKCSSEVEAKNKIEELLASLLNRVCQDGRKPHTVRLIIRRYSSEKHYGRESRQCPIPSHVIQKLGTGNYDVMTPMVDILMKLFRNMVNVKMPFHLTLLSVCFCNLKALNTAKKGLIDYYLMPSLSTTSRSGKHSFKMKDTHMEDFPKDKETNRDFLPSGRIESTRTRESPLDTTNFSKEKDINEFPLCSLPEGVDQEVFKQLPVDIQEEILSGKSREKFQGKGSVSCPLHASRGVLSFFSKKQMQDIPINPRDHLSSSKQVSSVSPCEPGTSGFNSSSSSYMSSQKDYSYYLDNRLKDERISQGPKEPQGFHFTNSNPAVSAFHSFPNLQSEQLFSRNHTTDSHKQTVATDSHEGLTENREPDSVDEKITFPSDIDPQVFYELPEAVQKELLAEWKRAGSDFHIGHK
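Fluorescent replication assay read twice, at 0 min and 10 min after adding 50 nM (final) substrate. Enzyme (10 nM) and compounds were first incubated 15 min at room temperature; enzyme-free buffer wells were negative controls.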
Pol kappa inh: qHTS for Inhibitors of Polymerase Kappa; purified Pol kappa, fluorescent DNA synthesis assay, 10 min; Potency, µM (highest dose often 107 µM), without a hit: top-dose activity, negative = inhibition, most hits filed as inhibitors; actives 0.53% (n = 400,000); AID 588579, 2011; further: on the % scale 0 is the no-effect control and ±100 the full control effect
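Activity was followed as the change in fluorescence between reads at 0 and 10 min after starting the reaction with 50 nM substrate. Beforehand, 10 nM polymerase had been preincubated with compound for 15 min at room temperature.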
JMJD2A Tudor: qHTS Assay for Inhibitors of JMJD2A-Tudor Domain. Lysine-specific demethylase 4A (Homo sapiens), O75164. AlphaScreen JMJD2A-Tudor / H3K4me3 peptide binding. Potency, µM (top dose mostly 114 µM), without a hit: at the top dose activity change, negative = inhibition, most hits filed as inhibitors. actives 4.4% (n = 390,000). AID 504339, 2011; further: on the % scale 0 is the no-effect control and ±100 the full control effect; nearly all actives have a fitted effect of over 50% in size
Pol eta inh: qHTS for Inhibitors of Polymerase Eta; recombinant Pol eta, fluorescent DNA replication assay; Potency, µM (highest dose often 114 µM), for the others: at the top dose activity change, negative = inhibition, actives largely listed as inhibitors; actives 1.2% (n = 390,000); further: on the % scale 0 is the no-effect control and ±100 the full control effect
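Fluorescent replication assay: 50 nM final substrate added after a 15 min room-temperature compound preincubation with 10 nM enzyme. Signal taken at 0 min and again at 10 min.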
BAZ2B inh: qHTS Assay for Inhibitors of BAZ2B; Bromodomain adjacent to zinc finger domain protein 2B (Homo sapiens), Q9UIF8; AlphaScreen BAZ2B-H3K14Ac peptide displacement; Potency, µM (series often up to 114 µM), inactives show at the top dose activity change, negative = inhibition, usual class: inhibitors; actives 4.4% (n = 360,000); further: on the % scale 0 is the no-effect control and ±100 the full control effect; nearly all actives have a fitted effect of over 60% in size
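Compounds, titrated to a top concentration of 110 uM, were incubated 30 min at room temperature with preformed BAZ2B/acetyl-K14 H3 peptide complex (50 nM each). Proximity signal was measured by AlphaScreen after 20 min with beads.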
* hit, by the source's call; ? = inconclusive; . = not tested or not shown; & = joins results of further samples; [ ] = another dose, or the depositor's remark. The call rests on the fitted dose curve; in most records, active means well fitted curve in the direction sought with a large enough effect; inconclusive means small, poorly fitted or top-dose-only effect, or another doubt; inactive means no such curve, though single readings can be large; an effect the other way counts as inactive or inconclusive. Potency means the concentration at half of the fitted maximal effect. Not all compounds are listed, so the mix of outcomes need not match the whole.

No.	compound	APEX1 inh	G9a block	POLB inh	BLM inh	Pol iota inh	Pol kappa inh	JMJD2A Tudor	Pol eta inh	BAZ2B inh
1	Cc1ccccc1CCN(C(=O)Cn1nnc2ccccc21)C(C(=O)NCC1CCCO1)c1nc2ccccc2n1C (stereo unspecified)	-6.2%	18.9%[59 µM]	1.2%	-9.3%	10.5%	-13.7%	-24.9%	?	-9.6%
2	COc1cc(C(C(=O)NC(C)(C)C)N(C(=O)CNC(=O)c2cccs2)c2ccc(C(C)C)cc2)cc(OC)c1OC (stereo unspecified)	-1.3%	4.3%	-14.9%	-11.9%	14.1%	-12.9%	-4.7%	-11.3%	-8.9%[57.1 µM]
3	O=C(NCC(=O)N(c1ccccc1)C(C(=O)NC1CCCC1)c1cccnc1)c1cccs1 (stereo unspecified)	2.3%	78.7%[activator][59 µM]	11.7%	-0.3%	23.0%	-9.1%	-10.7%	-2.9%	-1.8%
4	Cn1cc(Cl)c(C(=O)Nc2nc3ccccc3s2)n1	-3.7%	?	0.7%	4.4%	-9.8%	-3.9%[60.1 µM]	-19.3%	14.3%	2.1%
5	O=C(COc1ccccc1Cl)Nc1ccc2c(c1)OCCO2	-2.2%	12.4%[2.33 µM]	6.1%	1.0%	-5.4%	-7.7%	-13.8%	-1.7%	11.8%
6	O=C(NNC(=O)c1ccc(NC(=O)c2ccccc2)cc1)Nc1ccccc1	-6.1%	?	11.2µM*	-23.2%	39.8µM*	?	?	?	70.8µM*
7	CCC1(c2ccc(F)cc2)NC(=O)N(CC(=O)NC2CC2)C1=O (stereo unspecified)	-6.2%	1.0%	.	.	-8.6%	-8.1%	-11.7%	-8.2%	-30.5%
8	Cc1cccc(C2CC(c3ccccc3)Nc3nc(N)nn32)c1 (stereo unspecified)	-7.5%	?	12.2%	4.2%	-0.5%	-1.6%	-28.2%	-7.2%	7.1%
9	COc1ccc(-c2cc(C(F)(F)F)nc(SCC(=O)Nc3sc4c(c3C#N)CCC4)n2)cc1	9.9%	11.2µM*	-0.8%	-4.1%	-4.9%	-10.4%	-28.8%	-14.2%	8.6%
10	CCCCn1c(SCc2cc(=O)[nH]c3ccccc23)nc2c1c(=O)n(C)c(=O)n2C	18.6%	-22.0%[12.7 µM]	25.1%	0.0%	.	.	.	.	4.4%
11	O=C(N/N=C/c1ccc(Br)s1)c1ccccn1	3.8%	?	-17.9%	4.3%	209.3%[activator]	-7.5%	-5.6%	-9.3%	3.0%
12	Cc1csc2ncc(C(=O)NCCc3ccccc3)c(=O)n12	-1.2%	-12.6%[59 µM]	1.5%	-4.5%	1.5%	13.5%	-5.7%	-7.0%	-0.6%
13	CC12CN(C(=O)c3ccccc3)C3(C#N)CC1CCC23C (stereo unspecified)	-1.9%	-3.9%[12.7 µM]	-8.0%	-6.9%	18.6%	-8.9%	-1.2%	-19.4%	6.6%
14	C[C@@]12C(=O)N(CCc3c[nH]c4ccccc34)CC(=O)N1[C@H]1c3ccccc3OC[C@@H]1[C@@H]2c1ccccc1	17.4%	0.1%[0.501 µM]	.	.	7.1%	2.2%	-35.2%	-13.8%	-28.2%
15	O=c1[nH]c(=O)c2[nH]c(=S)[nH]c2[nH]1	.	.	.	.	?	5.3%	2.51µM*	-19.6%	.

Complete entries, quoted from the list. Screens in order: APEX1 inh	G9a block	POLB inh	BLM inh	Pol iota inh	Pol kappa inh	JMJD2A Tudor	Pol eta inh	BAZ2B inh
O=c1[nH]c(=O)c2[nH]c(=S)[nH]c2[nH]1 in the list: .	.	.	.	?	5.3%	2.51µM*	-19.6%	.
O=C(COc1ccccc1Cl)Nc1ccc2c(c1)OCCO2 in the list: -2.2%	12.4%[2.33 µM]	6.1%	1.0%	-5.4%	-7.7%	-13.8%	-1.7%	11.8%

More compounds follow:
No.	compound	APEX1 inh	G9a block	POLB inh	BLM inh	Pol iota inh	Pol kappa inh	JMJD2A Tudor	Pol eta inh	BAZ2B inh
16	Cc1coc2c(C)c3oc(=O)c(CC(=O)NCc4ccccc4)c(C)c3cc12	.	7.9%[59 µM]	-9.0%	-2.2%	37.1%[activator]	-7.2%	-17.6%	-14.8%	-4.3%
17	COc1ccccc1NC(=O)c1ccccc1NS(=O)(=O)N1CCCC1	11.0%	8.3%[59 µM]	11.2%	-0.8%	8.6%	-1.9%	-10.1%	-8.6%	10.7%
18	CC1CC(CN)CC(CO)C1 (stereo unspecified)	-2.2%	.	-11.9%	2.9%	123.8%[activator]	0.8%	-10.5%	-12.4%	-10.6%
19	Nc1nonc1-n1nnc(C(=O)N/N=C/c2ccc3c(c2)OCO3)c1CSc1ccccc1	-5.3%	41.0%	7.8%	-2.8%	16.1%	-12.1%	1.4%	-7.8%	-6.2%[57.1 µM]
20	O=C(NNC(=O)c1cnccn1)c1ccc(Cl)cc1	-6.1%	.	3.8%	0.1%	14.2%	1.2%	2.1%	-6.2%	?
21	CCOc1ccc(N2C(=O)CS(=O)(=O)C23C(=O)N(Cc2cccc(Cl)c2)c2ccccc23)cc1 (stereo unspecified)	.	-40.2%[59 µM]	7.3%	-2.1%	8.7%	-4.8%	-29.4%	-1.1%	-1.6%[57.1 µM]
22	O=C(C1CCCN(S(=O)(=O)c2cccc3nonc23)C1)N1CCC(Cc2ccccc2)CC1 (stereo unspecified)	-10.5%	-41.0%[59 µM]	4.7%	-3.4%	0.4%	-26.8%	?	-23.1%	?
23	Cc1sc2ncnc(SC(C)C(=O)N3c4ccccc4Sc4ccccc43)c2c1C (stereo unspecified)	4.0%	-31.4%	-13.6%	-6.0%	7.1%	0.8%	-20.8%	-12.9%	-14.1%
24	COc1ncc2nc(-c3ccc(Cl)cc3)c(=O)n(CCc3ccccc3)c2n1	2.6%	-6.5%[12.7 µM]	.	1.6%	.	-2.3%[60.1 µM]	.	.	.
25	COC(=O)c1ccc(CN2CCC(CO)(Cc3ccc(OC)cc3)CC2)cc1	12.6%	-9.0%	0.2%	-2.3%	100.1%[activator]	2.7%	-24.0%	-18.4%	-4.3%
26	O=C(Nc1c(C(=O)N2CCC(N3CCCCC3)CC2)oc2ccccc12)c1c(F)cccc1F	18.9%	?	13.2%&1.6%	3.2%&-7.9%	10.9%&4.6%	0.2%&-8.0%	-30.3%&-26.5%	-5.8%&-0.3%	-16.4%
27	O=C(Nc1ccc(Cl)cc1)c1csc(-c2ccccc2)n1	-1.7%	77.5%[activator][59 µM]	-3.3%	-6.0%	6.9%	-17.3%	53.0%[activator]	-5.4%	43.3%[activator]
28	CCOC(=O)c1nn(-c2ccccc2)c(=O)cc1SC1CCCCC1	3.3%	-39.5%	-0.2%	-3.2%	70.9%[activator]	0.3%	2.4%	-14.4%	-4.3%
29	N#C/C(=C/c1cccn1-c1cccc(C(=O)O)c1)c1ccc(F)cc1	25.1µM*	?	31.6µM*	-13.8%	25.1µM*	?	-34.8%	25.1µM*	50.1µM*
30	O=C(OC1CCCCC1)c1ccc(NC(=O)C2CCCCC2)cc1	-2.9%	8.7%	3.8%	-10.5%	12.1%	-11.8%	22.7%	-18.3%	8.5%

Five compounds from above, arranged by formula weight, ascending:
No.	compound	APEX1 inh	G9a block	POLB inh	BLM inh	Pol iota inh	Pol kappa inh	JMJD2A Tudor	Pol eta inh	BAZ2B inh
18	CC1CC(CN)CC(CO)C1 (stereo unspecified)	-2.2%	.	-11.9%	2.9%	123.8%[activator]	0.8%	-10.5%	-12.4%	-10.6%
20	O=C(NNC(=O)c1cnccn1)c1ccc(Cl)cc1	-6.1%	.	3.8%	0.1%	14.2%	1.2%	2.1%	-6.2%	?
28	CCOC(=O)c1nn(-c2ccccc2)c(=O)cc1SC1CCCCC1	3.3%	-39.5%	-0.2%	-3.2%	70.9%[activator]	0.3%	2.4%	-14.4%	-4.3%
25	COC(=O)c1ccc(CN2CCC(CO)(Cc3ccc(OC)cc3)CC2)cc1	12.6%	-9.0%	0.2%	-2.3%	100.1%[activator]	2.7%	-24.0%	-18.4%	-4.3%
21	CCOc1ccc(N2C(=O)CS(=O)(=O)C23C(=O)N(Cc2cccc(Cl)c2)c2ccccc23)cc1 (stereo unspecified)	.	-40.2%[59 µM]	7.3%	-2.1%	8.7%	-4.8%	-29.4%	-1.1%	-1.6%[57.1 µM]

Other compounds.
No.	compound	APEX1 inh	G9a block	POLB inh	BLM inh	Pol iota inh	Pol kappa inh	JMJD2A Tudor	Pol eta inh	BAZ2B inh
31	COCCn1c(SCC(=O)Nc2ccc(OC)cc2)nc2c(oc3ccccc32)c1=O	1.2%	-0.5%	-9.4%	-2.2%	.	.	.	.	-1.7%
32	Cc1ccc(C(=O)Nc2ccccc2N2CCCCC2)cc1[N+](=O)[O-]	-2.8%	?	4.1%	-6.1%	-1.2%	-1.9%	-32.4%	-20.1%	-36.3%
33	COc1ccc(OC)c(S(=O)(=O)NCc2cn3c(C)csc3n2)c1	-1.7%	-44.7%	1.3%	-2.3%	-1.1%	-18.4%	-4.9%	-1.2%	-0.3%
34	CCc1nc(SCC(=O)NCc2ccco2)c2c(=O)n(C)c(=O)n(C)c2n1	-0.7%	?	?	-4.9%	-23.6%	-9.1%	-23.6%	-3.4%	-1.5%
35	Cc1ccc(C)c(NC(=O)CN2C(=O)CSc3nc(C)cc(C)c32)c1	.	1.2%[59 µM]	-0.9%	-1.9%	29.6%	-7.3%	7.4%	-18.1%	-1.5%
36	CC1CC(C)CN(S(=O)(=O)c2ccc(NC(=O)CCN3C(=O)C4CC=CCC4C3=O)cc2)C1 (stereo unspecified)	-8.4%	-13.8%[2.33 µM]	.	.	13.8%	-9.2%	-19.9%	-14.1%	0.5%
37	COc1ccccc1NS(=O)(=O)c1ccc(C)c(C(=O)N2CCN(c3ccc(O)cc3)CC2)c1	31.6%	.	.	.	-7.8%	-5.9%	28.2µM*	-9.1%	.
38	O=C(NCc1ccccc1Cl)c1cc([N+](=O)[O-])ccc1Cl	2.0%	.	-18.2%	-1.2%	-20.4%	11.2%	-3.6%	-7.9%	-19.5%
